High-throughput results (PubChem)
zfTRPN1 agonist: zebrafish TRPN1 channel agonists, primary screen, cell-based, HEK293, calcium fluorescence; transient receptor potential cation channel N1 (TRPN1/NompC), Danio rerio; actives 0.18% (n = 220,000); activation, % at 3 µM; HEK293 zebrafish TRPN1-YFP, Fluo-8 calcium fluorescence; 100% = response to 87 µM carbachol;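 active = activation above its plate's cutoff, the mean activation of test wells on that plate plus 3 SD, cut at about 19% in these data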;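 note: 0% = DMSO alone and 100% = 87 µM carbachol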
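Material – zebrafish TRPN1-YFP in HEK293 cells · Doses – 3 µM single point · Schedule – dye 1 h 37 °C plus 30 min RT · Signal – Fluo-8 calcium fluorescence, excitation 470-495 nm, emission 515-575 nm · Read-out – % activation versus carbachol response · Control set – carbachol high, DMSO low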
TRPML3 ag: human TRPML3 channel agonists, primary screen, cell-based, HEK293 TRPML3-YFP, Fluo-8 calcium fluorescence, 3 µM | 100% = the carbachol control signal | actives 0.29% (n = 220,000) | activation, % at 3 µM | Mucolipin-3 (Homo sapiens), Q8TDD5;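 active = activation above its plate's cutoff, the mean activation of the plate's test wells plus 3 SD, cut at about 12% in these data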;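 note: 0% = DMSO only wells and 100% = carbachol wells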
Target sequence (Q8TDD5 whole entry, looked up): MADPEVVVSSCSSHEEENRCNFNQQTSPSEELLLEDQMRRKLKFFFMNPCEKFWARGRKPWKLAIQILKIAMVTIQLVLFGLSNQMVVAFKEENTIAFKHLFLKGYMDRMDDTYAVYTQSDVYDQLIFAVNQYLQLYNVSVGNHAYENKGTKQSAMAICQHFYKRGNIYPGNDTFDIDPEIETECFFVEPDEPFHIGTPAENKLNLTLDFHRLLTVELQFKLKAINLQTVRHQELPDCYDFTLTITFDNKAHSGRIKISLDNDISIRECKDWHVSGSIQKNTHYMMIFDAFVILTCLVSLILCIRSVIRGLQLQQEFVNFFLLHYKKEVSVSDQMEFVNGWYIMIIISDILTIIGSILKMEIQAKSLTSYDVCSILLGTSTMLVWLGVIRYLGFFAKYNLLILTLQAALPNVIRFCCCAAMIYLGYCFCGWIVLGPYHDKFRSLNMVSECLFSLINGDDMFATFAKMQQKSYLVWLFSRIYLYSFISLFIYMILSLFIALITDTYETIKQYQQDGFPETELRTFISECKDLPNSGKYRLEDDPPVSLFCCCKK
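Test system – HEK293 line with stable expression of human TRPML3-YFP channel · Control set – carbachol 87 µM final as high control (100%), DMSO as low control (0%) · Signal – Fluo-8 calcium dye fluorescence, ex 470-495, em 515-575 nm · Incubation – 1-h 37 °C dye load, 5-s basal, 120-s post-compound reads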
CHOP inhibitor: inhibitors of CHOP promoter induction, primary screen, cell-based, unfolded protein response, luciferase reporter. CHO-K1 CHOP-promoter luciferase, tunicamycin-induced, 15-18 h. inhibition, % at 10 µM. actives 3.8% (n = 220,000). AID 2732, 2010;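 active = compounds that reduced the stress-induced luciferase reporter signal by more than about 70% of percent inhibition, limit read from the data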;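 note: 0% = tunicamycin plus vehicle and 100% = wells without tunicamycin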
p47phox inh: p47phox/p22phox peptide binding inhibitors, primary screen, biochemical, uHTS, NADPH oxidase regulatory subunit. actives 0.53% (n = 220,000). Neutrophil cytosol factor 1 (Homo sapiens), P14598. fluorescence polarization, 2 h. inhibition, % at 24.7 µM;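 active = inhibition above about 30%, limit read from the data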;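 note: 0% = p47phox with labelled peptide and 100% = labelled peptide alone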
Target sequence (P14598 whole entry, looked up): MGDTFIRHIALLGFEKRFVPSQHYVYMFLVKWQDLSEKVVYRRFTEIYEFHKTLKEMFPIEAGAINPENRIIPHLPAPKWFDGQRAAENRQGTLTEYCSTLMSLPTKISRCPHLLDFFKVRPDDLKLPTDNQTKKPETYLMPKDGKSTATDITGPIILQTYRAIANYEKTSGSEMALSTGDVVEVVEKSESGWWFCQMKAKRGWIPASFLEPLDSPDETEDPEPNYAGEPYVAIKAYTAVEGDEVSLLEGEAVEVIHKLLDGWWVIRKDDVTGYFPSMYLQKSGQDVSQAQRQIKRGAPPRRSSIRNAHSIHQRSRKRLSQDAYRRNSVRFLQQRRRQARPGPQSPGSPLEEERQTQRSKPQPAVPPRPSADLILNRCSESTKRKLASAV
Runt-SMMHC FRET: inhibitors of RUNX1 Runt–CBFb-SMMHC binding, primary screen, biochemical, FRET, Cerulean-Runt, Venus-CBFb-SMMHC, uHTS; Runt-related transcription factor 1 (Homo sapiens) + Core-binding factor subunit beta …; Cerulean-Runt/Venus-CBFb-SMMHC FRET ratio 530/480, 1 h; inhibition, % at 20 µM; actives 0.74% (n = 220,000); AID 1434, 2008;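 active = mean inhibition across duplicate retests at 20 µM reaching about 50%, limit read from the data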;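 note: 0% = DMSO wells and 100% = wells with excess untagged CBFb-SMMHC; inhibitors lower the FRET ratio by blocking Runt binding to CBFb-SMMHC; some results filed as inactive read as strong as hits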
MDM2 E3 inh: MDM2-luciferase reporter signal enhancers, primary screen, MDM2 E3 ligase inhibitor project, cell-based, luminescence, 1536-well. E3 ubiquitin-protein ligase Mdm2 (Homo sapiens), Q00987. cell-based MDM2 ubiquitination luciferase reporter, 2 h; 0 = plate control, 100 = twice control, blank-subtracted. signal enhancement, % at 5 µM. actives 0.11% (n = 210,000). AID 1230, 2008;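 active = signal enhancement of 30% or more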;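 note: luminescence tracks abundance of the self-degrading MDM2-luciferase fusion protein; higher signal means inhibition of MDM2 E3 ligase activity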
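Material: Stable MDM2–luciferase fusion reporter cells | Amount: 2000 cells seeded into each well | Dosing: One concentration, 5 µM, with 0.2% DMSO | Incubation: 4 h cell settling then 2 h compound exposure, 37 °C | Measured by: Luciferase luminescence | Read-out basis: % enhancement relative to plate controls after blank subtraction | Benchmarks: Control and blank well means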
TNF necrop inh: inhibitors of TNF-alpha triggered necroptosis, primary screen, cell-based, Jurkat FADD-/-, single concentration; AID 463075, 2010; Jurkat FADD-/- TNF necroptosis rescue, ATP luminescence, 24 h; 0 = TNF only, 100 = no-TNF cells; activation (protection from cell death), % at 10 µM; actives 0.068% (n = 220,000);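 active = activation, meaning protection from cell death, of at least 50% relative to plate controls; inactive = activation below 50%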;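 note: necroptosis triggered by 40 ng/mL TNF-alpha added together with compound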
PPC-1+TRAIL kill: compounds killing PPC-1 cancer cells with TRAIL present, primary screen, TRAIL potentiator project, ATPLite luminescence, uHTS; cell killing (% activity), % at 4 µM; PPC-1 cells + TRAIL, ATPLite viability luminescence; actives 0.41% (n = 220,000); AID 1443, 2008;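 active = cell killing above 50% in the first pass at 4 µM, then a duplicate retest at 5 µM averaging 50% or more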;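 note: plate controls were cells with TRAIL plus DMSO for no effect and medium-only wells lacking cells for full effect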
EBV gp42 inh: Epstein-Barr virus gp42 inhibitors, primary screen, biochemical, uHTS, fluorescence polarization; Glycoprotein 42 (Epstein-Barr virus (strain AG876)), Q1HVG2; Fluorescence polarization binding assay, mP read-out; inhibition, % (tested at 21.74 µM); actives 0.42% (n = 220,000); AID 1085, 2008; in the data active = inhibition above about 50%
Active calls of the source: *; · = not tested or not shown; [ ] = dose if it differs, or a comment.

SMILES	zfTRPN1 agonist	TRPML3 ag	CHOP inhibitor	p47phox inh	Runt-SMMHC FRET	MDM2 E3 inh	TNF necrop inh	PPC-1+TRAIL kill	EBV gp42 inh
O=C(Cc1c(O)c2ccccc2[nH]c1=O)NC1CCCCCC1	1.7	0.2	6	-11	-4	·	-1.0	13	-10
COc1ccc(C(=O)Nc2ccc3c(c2)nc(CCNC(C)=O)n3C)cc1	0.0	1.0	2	-3	1	-23	1.0	4	8
Cc1cccc(N2C(=O)CC(N3CCC(c4nc5ccccc5[nH]4)CC3)C2=O)c1 (centres undefined)	-0.1	0.7	5	0	-2	-23	-0.3	25	-10
CC(NC(=O)c1cccs1)c1nnc(SCc2ccc(Cl)cc2Cl)n1C (centres undefined)	1.1	0.5	19	-5	5	-12	-1.0	1	-4
CN1CCN(CC(=O)Nc2ccccc2Oc2ccccc2)CC1	1.5	1.0	22	-10	2	-2	3.6	-13	-21
C=CCSc1nc(C)c(CCC(C)C)c(=O)[nH]1	-1.6	-0.8	22	2	0	-2	-0.9	2	-8
Cc1cc(C)c2sc(N(CCN(C)C)C(=O)c3c(F)cccc3F)nc2c1	-1.8	1.2	44	-3	-2	-15	1.5	-6	-1
CCC(CC)COC(=O)C(C#N)c1nc2ccccc2nc1N1CCOCC1 (centres undefined)	-0.7	0.1	52	-12	-21	-13	-0.1	-2	8
Cc1cccc(CCNS(=O)(=O)c2cnc[nH]2)c1	-0.7	0.8	23	-7	-2	-12	1.3	-3	-14
CN(CC(=O)Nc1ccc(N2CCOCC2)cc1)C(=O)C1CCCC1	0.0	0.8	-19	-6	1	-8	1.6	25	-25
Cn1c(=O)[nH]c(=O)c2c1nc(N/N=C/c1cccnc1)n2Cc1ccc(Cl)cc1	0.7	0.8	8	-19	-2	-11	-2.5	17	-3
Cc1sc(/N=C/c2c(O)ccc3ccccc23)c(C#N)c1C	3.9	1.7	18	-5	-2	-12	0.3	13	0
Cn1nnnc1SCC(=O)c1ccc2c(c1)OCCO2	1.3	0.4	-14	-2	1	-48	3.3	17	-5
Cn1nc(-c2ccc(Cl)cc2)c2cc(C(=O)N3CCN(C(=O)c4ccco4)CC3)sc21	0.2	0.4	33	-11	-8	-16	-4.1	34	-5
CC1(C)CC(=O)C2=C(C1)N(c1ccccc1)C(N)=C(C#N)C2c1ccccc1 (centres undefined)	-0.8	-0.5	-16	-14	-5	-2	-0.6	8	-12
Cc1cc(C)nc(NC(=NCCc2c[nH]c3ccccc23)NC(=O)c2ccco2)n1	0.2	0.0	-5	-7	1	-28	-16	1	2
CCN1C(=O)CC(c2ccco2)Sc2ccccc21 (centres undefined)	-0.6	-0.2	-14	-8	7	-7	-0.8	5	-30
O=C(c1ccccc1Cl)N1CCN(c2ccccn2)CC1	-0.1	0.9	34	-11	1	-11	-1.5	2	-9
O=C(CSc1ncn[nH]1)c1cccc([N+](=O)[O-])c1	1.1	1.2	1	-10	5	-8	0.7	23	-5
O=S(=O)(Nc1ccccn1)c1ccc(C2CCCCC2)cc1	1.0	-0.7	12	-11	0	-11	-3.7	25	-9

Given as a markdown table: part of the list above
| structure | zfTRPN1 agonist | TRPML3 ag | CHOP inhibitor | p47phox inh | Runt-SMMHC FRET | MDM2 E3 inh | TNF necrop inh | PPC-1+TRAIL kill | EBV gp42 inh |
| --- | --- | --- | --- | --- | --- | --- | --- | --- | --- |
| CN(CC(=O)Nc1ccc(N2CCOCC2)cc1)C(=O)C1CCCC1 | 0.0 | 0.8 | -19 | -6 | 1 | -8 | 1.6 | 25 | -25 |
| Cn1c(=O)[nH]c(=O)c2c1nc(N/N=C/c1cccnc1)n2Cc1ccc(Cl)cc1 | 0.7 | 0.8 | 8 | -19 | -2 | -11 | -2.5 | 17 | -3 |

(further entries)
SMILES	zfTRPN1 agonist	TRPML3 ag	CHOP inhibitor	p47phox inh	Runt-SMMHC FRET	MDM2 E3 inh	TNF necrop inh	PPC-1+TRAIL kill	EBV gp42 inh
CCOC(=O)Cc1nnc(Nc2cccc(C)c2)c2ccccc12	-0.9	-1.3	29	-8	-2	-7	-0.4	43	11
Cc1ccccc1OCc1nnc(SCC(=O)Nc2c(C)n(C)n(-c3ccccc3)c2=O)n1-c1ccccc1	-1.6	0.2	40	-5	3	-5	0.8	-3	10
C=CC[n+]1c(-c2ccc(C)cc2)csc1Nc1c(C)n(C)n(-c2ccccc2)c1=O	-2.5	-0.5	28	-5	4	-11	-4.8	20	-15
Cc1ccc(S(=O)(=O)N2CCN(S(=O)(=O)N3CCOCC3)CC2)cc1	1.0	-0.6	-15	-11	-2	-6	-0.2	19	-12
CCOc1cc(C(=O)N(C)Cc2cc3ccccc3[nH]c2=O)cc(OCC)c1OCC	0.1	-0.9	-23	-7	7	-1	-1.3	12	-4
Cc1nn(-c2cc(Cl)ccc2Cl)c(C)c1C(=O)O	-1.5	0.7	7	-4	-4	-8	-0.3	11	-9
CSc1ncc(CN2CCN(C3CCCC3)C(CCO)C2)cn1 (centres undefined)	0.6	0.7	-9	6	2	-5	0.1	-23	-12
CCc1nnc(SCc2ccc(C(=O)OC)o2)n1N	-0.3	0.7	6	1	-2	-10	-1.3	0	-9
CC(=O)Nc1ccc(S(=O)(=O)N(C)c2ccc(OCC(=O)OCC(=O)NCc3ccco3)cc2)cc1	2.5	0.8	-4	-7	0	·	1.3	24	-19
OC1CSc2nc3ccccc3n2C1 (centres undefined)	-0.9	0.7	11	4	-8	5	-0.3	12	-4
COc1ccccc1-c1nnc(SCc2nc3ccccc3s2)n1C	-0.2	-0.3	-22	-5	0	-17	-1.7	8	-10
NC(=O)C1CCN(C(=O)C2CCN(S(=O)(=O)c3ccccc3)CC2)CC1	0.5	0.2	8	-2	-3	-13	0.6	1	-1
COc1ccccc1C/C(N)=N/O	1.0	0.7	-7	-1	-2	6	1.1	12	-2
O=C1CSC(c2cccnc2)N1c1ccc(Cl)cc1 (centres undefined)	0.4	0.0	-5	2	1	-16	0.7	1	-9
N/C(=N\OC(=O)c1ccc([N+](=O)[O-])cc1)c1ccccn1	0.6	0.5	-8	-2	-3	-77	-0.3	24[5 µM]	-17
Cc1ccc(Nc2nc(N)c([N+](=O)[O-])c(N3CCCC(C)C3)n2)cc1C (centres undefined)	-0.4	1.0	101*	-13	-3	-10	-1.6	-15	-8
S=C(NCc1ccc(Cl)cc1)NCc1ccccn1	0.8	0.2	0	-21	3	-10	-0.9	20	-6
C=C(C)CNC(=S)NNC(=O)c1ccco1	0.2	1.1	11	-10	-1	-4	0.6	1	-10
COc1ccc(OCC(=O)N/N=C(\C)CC(=O)Nc2ccc(OC)cc2[N+](=O)[O-])cc1	-1.4	-0.5	9	-2	-2	-9	0.0	21	-2
CCS(=O)(=O)N1CCC(C(=O)NCC2CCCO2)CC1 (centres undefined)	1.7	1.0	7	-6	-7	-10	-1.3	11	-22
CCOC(=O)C(NS(=O)(=O)c1ccc(C)cc1)(C(F)(F)F)P(=O)(OCC(C)C)OCC(C)C (centres undefined)	-1.1	8.3	-6	-2	2	-14	1.9	17	9
CCc1ccc(CNC(=O)CN2C(=O)COc3ccccc32)cc1	0.3	0.5	18	0	7	-21	1.6	8	5
S=C(NCCN1CCCCC1)Nc1ccc(Br)cc1	-1.4	0.5	-9	-3	-5	·	-2.9	1	-23
O=C(NCCc1nc2ccccc2[nH]1)/C(=C/c1ccco1)NC(=O)c1ccc(Br)cc1	-1.6	0.2	13	-14	-2	-9	0.0	10	1
Cc1ccc(C(=O)c2nocc2C(=O)c2cccs2)cc1	1.4	0.5	9	-9	0	-14	-0.4	11	-8
N=c1sccn1CC(=O)Nc1cccc(S(=O)(=O)N2CCCCCC2)c1	1.7	-0.5	17	-6	1	-20	1.8	2	-24
O=C(Nc1ccccc1)N1CCOCC1	0.1	0.5	-9	-5	3	-20	-0.2	11	8
COc1ccc(NC(=O)CN2CCN(CC(=O)Nc3ccccc3F)CC2)cc1OC	-1.0	0.3	-5	8	5	4	0.1	9	4
CCOC(=O)COc1ccc2c(c1)C(=O)CC(C)(C)O2	1.8	0.4	18	-5	6	8	0.6	-6	1
CCn1cc(Br)c(C(=O)Nc2ccc(F)c(Cl)c2)n1	1.4	0.5	8	-5	0	-2	0.8	2	3
O=C(CCc1nc(-c2ccccc2Cl)no1)NCC1CCCO1 (centres undefined)	2.2	0.5	2	-5	0	-3	0.4	3	2
NS(=O)(=O)c1ccc(NC(=O)c2cc(-c3cccs3)nc3ccccc23)cc1	3.3	1.3	67	-3	-11	-11	2.6	17	-12
Cc1ccc(NC(C)c2cc(Cl)ccc2O)cc1 (centres undefined)	-0.6	0.0	56	2	-3	-3	-1.3	33	-21
O=C(CSc1nnc(COc2ccc(Cl)cc2)o1)N1c2ccccc2CCc2ccccc21	0.5	0.5	·	-1	-1	-4	-6.2	0	2
O=C(O)c1ccc(N2C(=O)CSC2c2cccc([N+](=O)[O-])c2)cc1 (centres undefined)	0.1	1.2	8	·	-1	·	-0.2	-7	-7
COc1cccc(C2CC(c3cccs3)=NN2S(C)(=O)=O)c1 (centres undefined)	-0.5	-0.3	-16	-136	-1	1	0.3	12	2
O=C(Nn1cnnc1)c1ccc(Br)s1	-0.2	0.4	-11	3	2	-10	0.2	20	-3
CCOC(=O)CSc1ncc(-c2ccccc2)cn1	-1.0	-0.7	12	-16	0	-24	-2.0	2	-19
CC(=O)Nc1cc[n+](C(C)C(=O)c2ccc(Br)cc2)cc1 (centres undefined)	-0.9	0.4	-13	-1	2	-28	-0.4	0	-7
CCOC(=O)c1cn2nc(Oc3cccc(F)c3)ccc2n1	0.0	0.3	1	-1	-1	-1	5.6	3	-12
O=C(c1cccc2c1-c1ccccc1/C2=N/O)N1CCCCC1	-0.8	0.0	42	-4	1	7	1.0	-31	-18
COc1ccc2nc(N3C(=O)/C(=C/c4ccc(Cl)cc4)NC3=S)sc2c1	0.7	0.5	53	-67	-37	-7	0.4	7	54*
CCOC(=O)c1[nH]c2ccc(Cl)cc2c1-c1ccccc1	-1.1	0.2	97*	-15	-2	-21	-2.6	17	3

Rows are unselected; 5.9% or so of the library scored in one or more.
